Source: PubChem (National Center for Advancing Translational Sciences (NCATS))
S3 lipid droplet = qHTS Assay for Lipid Storage Modulators in Drosophila S3 Cells | Drosophila S3 cells, BODIPY lipid droplet fluorescence, 18-24 h; cells fed with added oleic acid | Potency in µM for hits, for the others lipid storage change, negative = inhibition, % at the top dose, mostly 46.1 µM | 0.64% of 320,000 active | AID 2685; active means well fitted inhibition curve with a large enough effect in the signal ratio, with a control signal flat, not every such curve was filed as active; inconclusive means small, poorly fitted or top-dose-only effect, or effect the other way, or a change in a side signal; the % refers to the signal ratio
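Drosophila S3 cells loaded with oleic acid (400 uM, as added) and compounds at several concentrations; lipid droplets imaged by 488-nm laser-scanning cytometry, 500–530 nm intensity and object ratio to cell channel. Percent activity normalized to 20 uM Triacsin C.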
S3 lipid droplet cell count max = further read-out of S3 lipid droplet, marked with its call; cell number change, %; measured here: cell count max response;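 cells counted by Cell Tracker Red CMTPX staining in the red channel; peak over a dose series mostly up to 46.1 µM; percent activity relative to internal control wells on each plate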
* = called active by the depositor; i = inactive; ? = inconclusive; nt = not tested or not shown. On the % scale 0 is the no-effect control and ±100 the full control effect; potency means the concentration at half of the fitted maximal effect. Not all compounds are listed; the hit share may differ from the screen's.

SMILES | S3 lipid droplet | S3 lipid droplet cell count max
O=c1[nH]c(C2CCN(S(=O)(=O)c3ccccc3F)CC2)nc2c1nnn2Cc1ccc2c(c1)OCCO2 | ? | nt
CC(NC(=O)c1ccncc1)C(c1cccs1)N1CCOCC1 (stereo not given) | 12.9% | 1.4
Cc1cc(CN(C)C(=O)c2cc(COc3ccc(C)c(C)c3)on2)on1 | ? | nt
CCn1c(C)nc([N+](=O)[O-])c1Sc1ccc(F)cc1 | ? | nt
Cc1nnc2sc(SCC(=O)Nc3cccc(Cl)c3)nn2c1=O | ? | nt
N#Cc1c(C(F)(F)F)cc(=O)n2c1[nH]c1ccccc12 | ? | nt
COC(=O)C1(CCSC)NC(c2ccc(OC)cc2OC)C2C(=O)N(c3cccc(C(C)=O)c3)C(=O)C21 (stereo not given) | 21.0% | 10.6
CCOc1ccc(S(=O)(=O)NC(C)C(=O)NCc2cccnc2)cc1 (stereo not given) | ? | nt
CCOc1ccccc1NC1c2ccccc2C(=O)N1c1cccnc1 (stereo not given) | ? | nt
COc1cccc(C2c3[nH]c4ccccc4c3C[C@H]3C(=O)N(C4CCN(Cc5ccccc5)CC4)CC(=O)N23)c1 (stereo not given in full) | -4.0% | 1.0
Cc1cc(C(=O)Nc2cccc(C(=O)O)c2)oc1C | 24.4% | -5.0
Cc1cccc(C)c1N1CCN(S(=O)(=O)c2ccccc2)CC1 | ? | nt

The last 2 records of the part before open the next one:
SMILES | S3 lipid droplet | S3 lipid droplet cell count max
Cc1cc(C(=O)Nc2cccc(C(=O)O)c2)oc1C | 24.4% | -5.0
Cc1cccc(C)c1N1CCN(S(=O)(=O)c2ccccc2)CC1 | ? | nt
COc1ccc(N(CC(=O)Nc2cccc(F)c2)S(=O)(=O)c2c(C)[nH]c(=O)[nH]c2=O)cc1 | i | -0.3
Cc1ccc([N+](=O)[O-])c(C(=O)N/N=C/c2cccs2)c1 | ? | nt
COc1ccc(C(=O)CCN2CCC(C)CC2)cc1 | ? | nt
COc1ccc(/C(C)=C2\SC(=S)N(CCC(=O)O)C2=O)cc1 | 16.4µM* | 7.1*
O=C(NNC(=O)c1ccccc1F)C1=NN(c2ccccc2)C(=O)CC1 | ? | nt
CCOc1ccc(NC(=O)COC(=O)CCN2C(=O)C3CC=CCC3C2=O)cc1OCC (stereo not given) | ? | nt
Fc1ccc(CNCc2cccc(Br)c2)cc1 | -4.6% | 0.5
CCC(C)c1ccccc1NC(=O)c1cccnc1 (stereo not given) | ? | nt
COC(=O)c1c(NC(=O)/C=C/c2ccc3c(c2)OCO3)sc(C)c1C | 8.9% | 4.5
COc1ccccc1NC(=O)C1C2CCCCC21 (stereo not given) | 11.7% | 4.2
CNC(=O)C1CC(=O)N(c2ccc(C)cc2)C1 (stereo not given) | ? | nt
CC(NC(=O)c1ccccc1)C(=O)NC1CCCc2ccccc21 (stereo not given) | ? | nt
O=C(NCCO)/C(=C/c1ccc2c(c1)OCO2)NC(=O)c1ccc(Br)cc1 | -11.2% | -0.1
COC(=O)c1ccccc1NC(=O)CSc1nc(C)cc(C)n1 | 0.6% | -23.1
O=C(CSc1nnc(NC2CCCCC2)s1)N1CCOCC1 | ? | nt
O=c1c(S(=O)(=O)c2ccc(Cl)cc2)cn(Cc2cccc(F)c2)c2ccc(F)cc12 | 3.6% | 4.3
Cn1c(CNC(=O)c2ccccc2)nnc1SCC(=O)N1CCN(c2ccccc2)CC1 | 1.4% | 1.8
Cc1ccc(-c2nnn(C(C)C(=O)N3c4ccccc4CCc4ccccc43)n2)cc1 (stereo not given) | -11.8% | -20.8
CC(Oc1ccc(Br)cc1)C(=O)N1CCc2ccccc21 (stereo not given) | -24.7% | nt
O=C(CC(NCc1ccccn1)C(=O)O)Nc1ccccc1Cl (stereo not given) | ? | nt
CCCc1nnc(NC(=O)CCC(=O)Nc2ccc(Br)cc2)s1 | -13.4% | nt
COc1cccc(CN(C)Cc2nc3cc(C(F)(F)F)ccc3c(=O)[nH]2)c1 | ? | nt
c1ccc(-n2c(-c3cccs3)nc3nc4ccccc4nc32)cc1 | 10.6% | -0.3
COc1ccccc1C(=O)Nc1c(C(=O)N(CCN(C)C)Cc2ccco2)oc2ccccc12 | ? | nt
COCCNC(=O)c1cccc(OC2CCN(Cc3ccccc3OCCO)CC2)c1 | 4.5% | 3.2
O=C(NCCCCCCNC(=O)N1CCCCCC1)N1CCCCCC1 | ? | nt
CN(C(=O)C1CCC(=O)N(CCc2ccc(Cl)cc2)C1)C1CCOCC1 (stereo not given) | i | -1.1
Oc1ccc(N2CCN(C(=S)NCCc3ccccc3)CC2)cc1 | -23.7% | -0.9
COc1ccccc1CNC(=O)CCNS(=O)(=O)c1cccc2nonc12 | i | 2.5
CN(CC(=O)NCCc1ccc(S(N)(=O)=O)cc1)c1ccccc1 | ? | nt
Cc1ccc(C)c(NC(=S)N(Cc2ccco2)C(C)c2cccs2)c1 (stereo not given) | 2.8% | 2.6
Cc1cccc(C(CC(=O)NCCc2ccccc2)c2ccccc2)c1O (stereo not given) | ? | nt
COc1cccc(C(=O)OCn2nnc3ccccc3c2=O)c1OC | ? | nt
COc1ccc(NC(=O)CSc2nc(=O)n(CCN3CCOCC3)c3c2CCC3)cc1 | ? | nt
CCn1c(-c2nn(-c3ccc(C)cc3)ccc2=O)n[nH]c1=S | ? | nt
O=CN/N=C/c1c(O)ccc2ccccc12 | 10.0% | 18.0
COC(=O)[C@H](Cc1ccccc1)NC(=O)NCCc1ccccc1F | ? | nt
COc1ccc([C@H]2CC(=O)C=C(/C=C/c3ccc(C(F)(F)F)cc3)C2)cc1 | ? | nt
COc1ccc(N(C)S(=O)(=O)c2c(C)noc2C)c(OC)c1 | -14.0% | 1.6
Cc1ccccc1NC(=O)CN1C(=O)NC2(CCCCCCC2)C1=O | ? | nt
COc1ccc(NC(=O)COC(=O)COc2ccc(Br)cc2)cc1 | ? | nt
CCNc1ccc([N+](=O)[O-])cc1 | ? | nt
COc1ccc(NC(=O)NC2CCN(C(C)C)CC2)c(OC)c1 | ? | nt
Cc1ccccc1N(CC(=O)NCc1ccco1)C(=O)CCC(=O)Nc1nccs1 | 20.4% | 7.9
CC1(C)CC(=O)C2=C(C1)N(c1cccnc1)C(N)=C(C#N)C2c1cccs1 (stereo not given) | ? | nt
COc1ccc(CCNC(=O)C2CCN(C(=O)NC3CCCCC3)CC2)cc1 | -6.3% | 0.1
O=C(NCc1ccc(OC(F)(F)F)cc1)C12CN(Cc3ccccc3)CC1C(c1cccc([N+](=O)[O-])c1)=NO2 (stereo not given) | i | nt
O=C(NCc1ccc(S(=O)(=O)NC2CCCCC2)s1)c1ccccc1 | ? | nt
CC(C)(C)n1nnnc1CN(Cc1cccnc1)Cc1ccccc1Cl | ? | nt
CC(C)CNC(=O)c1cc(-c2ccc(Br)cc2)on1 | ? | nt
Cc1cccc(CN2C(=O)N/C(=C/c3ccc(C)s3)C2=O)c1 | ? | nt
Cc1cc(NC(=O)CCC(=O)N(CCC(C)C)C(C(=O)NCC2CCCO2)c2ccccc2C)no1 (stereo not given) | ? | nt
COc1cc2c3nnc(-c4ccc(F)cc4)c-3cn(Cc3ccc(F)cc3)c2cc1OC | ? | nt
CCCn1c(N)c(C(=O)CSc2nnc(C3CC3)n2-c2ccccc2)c(=O)[nH]c1=O | i | 2.5
CC(=O)Nc1nc(COc2ccccc2)cs1 | ? | nt
COC(=O)c1c(NC(=O)CC2Nc3cc(C)c(C)cc3NC2=O)sc(C)c1C (stereo not given) | ? | nt
CCCCn1c(=S)[nH]c2ncccc2c1=O | ? | nt
Cc1nc2c(-c3ccc(F)cc3)cnn2c(N)c1-c1ccc(F)cc1 | ? | nt
O=C(c1cccc([N+](=O)[O-])c1)N1CCN(Cc2ccccc2)CC1 | ? | nt
C[C@H](NC(=O)c1nc[nH]c1C(=O)N1CCc2ccccc2C1)C(=O)OCc1ccccc1 | 5.0% | 18.2

3 entries out of the list, ordered by length of the SMILES, low to high:
SMILES | S3 lipid droplet | S3 lipid droplet cell count max
O=C(c1cccc([N+](=O)[O-])c1)N1CCN(Cc2ccccc2)CC1 | ? | nt
COc1cc2c3nnc(-c4ccc(F)cc4)c-3cn(Cc3ccc(F)cc3)c2cc1OC | ? | nt
Cc1cc(NC(=O)CCC(=O)N(CCC(C)C)C(C(=O)NCC2CCCO2)c2ccccc2C)no1 (stereo not given) | ? | nt

(more compounds)
SMILES | S3 lipid droplet | S3 lipid droplet cell count max
CCOC(=O)N1CCN(C(=O)c2ccc(NC(=O)c3ccc(C)cc3)cc2)CC1 | ? | nt
COc1cc(/C=C/C(=O)OCC(=O)N2CCC(C)CC2)ccc1OCC#N | -5.7% | -20.5
CC1CN=C(N(C(=O)Nc2ccccc2)C(C)c2ccccc2)S1 (stereo not given) | -17.6% | -3.2
CC(=O)N1c2ccc(S(=O)(=O)N(C)c3cc(C)ccc3C)cc2CC1C (stereo not given) | ? | nt
CCc1ccc(NC(=O)COC(=O)/C=C/c2c(C)nn(C3CCS(=O)(=O)C3)c2Cl)cc1 (stereo not given) | ? | nt
Cc1cc(C)c2c(=O)cc(C(F)F)oc2c1 | i | nt
O=C(NC1CC1)C1CC(=O)N(c2ccc(F)cc2)C1 (stereo not given) | i | 8.0
COC(=O)c1ccc(-n2c(CCC(=O)O)ccc2-c2ccc(C)cc2)cc1 | -23.1% | -26.1
Cc1ccc(C(CC(=O)O)NC(=O)CCNC(=O)c2ccco2)cc1 (stereo not given) | ? | nt
CC(SC(=S)N1CCOCC1)C(=O)O (stereo not given) | ? | nt
O=C(c1cccc(Cl)c1)N1CCN(C(=O)c2ccccc2F)CC1 | 15.4% | 5.2
Cc1ccc(NC(=O)N2CCc3ccccc3C2)cc1C | ? | nt
CN1C(=O)C2(NCCc3c2[nH]c2ccccc32)c2ccccc21 (stereo not given) | i | nt
Cc1ccc(O)c(C(CC(=O)N2CCCC2)c2ccccc2)c1 (stereo not given) | 1.4% | 12.8
O=C(OCc1nnc(-c2ccc([N+](=O)[O-])cc2)o1)c1ccc(F)c(S(=O)(=O)N2CCOCC2)c1 | ? | nt
O=c1[nH]c2ccccc2c(=O)n1Cc1ccccc1 | i | 8.4
Cc1ccc(SCCC(=O)N/N=C/c2ccncc2)cc1 | -3.5% | 6.2
Nc1cccc(-n2nnnc2CN2CCOCC2)c1 | 28.7% | 14.1
NNC(=O)COc1ccc(-c2n[nH]c(C(F)(F)F)c2-c2ccc(Br)cc2)c(O)c1 | ? | nt
Cc1cc(C)nc(NC(=O)c2cccc(Cl)c2)n1 | ? | nt
COc1ccc(S(=O)(=O)N2CCCCC2)cc1NC(=O)COc1ccccc1 | ? | nt
COc1ccc(C2c3ccc(O)cc3Oc3ncn(Cc4ccco4)c(=N)c32)cc1OC (stereo not given) | 17.7% | 17.4
CN1CCN(c2ccccc2NC(=O)Cc2ccc(Cl)cc2)CC1 | 2.2% | nt
CCOC(=O)N/N=C/c1cn(CCCOc2ccccc2)c2ccccc12 | ? | nt
COc1ccc(N(Cc2cc3cc(OC)ccc3[nH]c2=O)S(=O)(=O)c2ccc(NC(C)=O)cc2)cc1 | i | nt
CN(C)S(=O)(=O)c1ccc(N2CCCC2)c(C(=O)Nc2ccc(C(N)=O)cc2)c1 | 16.1% | nt
O=C(CSCc1c(F)cccc1Cl)NCc1ccncc1 | 11.8% | 16.7
Cc1cccc(-n2c(SCC(=O)N3CC(=O)Nc4ccccc43)nc3ccccc3c2=O)c1C | 1.1% | -16.7
O=C(O)c1sccc1S(=O)(=O)c1ccccc1 | 9.5% | -12.0
NS(=O)(=O)c1ccc(CNC(=O)C23CC4CC(CC(C4)C2)C3)cc1 | 7.0% | -9.8
COC(=O)/C(=C\Nc1ccc(Cl)cc1Cl)NC(=O)c1ccc(OC)cc1 | -0.6% | -1.0
Cn1ccnc1SCC(=O)NC1CC1 | -14.6% | -11.5
CN1CCC(=O)N([C@H](CN=[N+]=[N-])Cc2ccccc2)CC1 | i | 28.1
CC(=O)Nc1ccccc1NC(=O)C/C(C)=N/NC(=O)C(=O)Nc1cccc(Cl)c1C | ? | nt
CCN(CC(=O)NC1CCS(=O)(=O)C1)S(=O)(=O)c1cc([N+](=O)[O-])ccc1C (stereo not given) | ? | nt
CC(C)CNS(=O)(=O)c1ccc(OCC(=O)NCC2CCCO2)c(Cl)c1 (stereo not given) | -2.1% | -14.1
COc1nc(C)nc(NC(=O)NS(=O)(=O)c2ccc(C)cc2)n1 | ? | nt
CC(C(=O)NCc1ccc2c(c1)OCO2)N1c2cccc3cccc(c23)S1(=O)=O (stereo not given) | 1.1% | 1.1
O=C(CN1CCN(c2ccccc2O)CC1)Nc1ccccc1C(=O)NCCc1ccccc1 | ? | nt
CCCCCn1c(N)c(C#N)c2nc3ccccc3nc21 | 10.5% | -27.2
Cc1cc2ncn(C3CC(=O)N(Cc4ccc(N5CCCC5=O)cc4)C3=O)c2cc1C (stereo not given) | ? | nt
COc1ccc(C(=O)NCc2ccco2)cc1S(=O)(=O)NC1CC1 | ? | nt
CCC(=O)NNc1nc2c(F)cccc2s1 | ? | nt

Complete entries from above:
O=C(c1cccc(Cl)c1)N1CCN(C(=O)c2ccccc2F)CC1 across the screens: S3 lipid droplet: 15.4%; S3 lipid droplet cell count max: 5.2
O=C(CSCc1c(F)cccc1Cl)NCc1ccncc1 across the screens: S3 lipid droplet: 11.8%; S3 lipid droplet cell count max: 16.7
c1ccc(-n2c(-c3cccs3)nc3nc4ccccc4nc32)cc1 across the screens: S3 lipid droplet: 10.6%; S3 lipid droplet cell count max: -0.3
